# p53 PUMA act: mutant p53 pathway reactivation; SW480 PUMA-promoter luciferase; 28,000 tested, 1.5% active; AID 624151; activation, % at 9.98 µM; in the data active = activation above about 52%; inconclusive = no clear call, values can overlap the other calls
# STK33 inh: human STK33 kinase inhibition | Q9BYT3 | ADP-Glo luminescence, MBP substrate | inhibition, % at 12.5 µM | 27,000 tested, 0.44% active | AID 2322; in the data active = inhibition above about 20%; inconclusive = no clear call, values can overlap the other calls
# Target sequence (Q9BYT3 whole entry, looked up): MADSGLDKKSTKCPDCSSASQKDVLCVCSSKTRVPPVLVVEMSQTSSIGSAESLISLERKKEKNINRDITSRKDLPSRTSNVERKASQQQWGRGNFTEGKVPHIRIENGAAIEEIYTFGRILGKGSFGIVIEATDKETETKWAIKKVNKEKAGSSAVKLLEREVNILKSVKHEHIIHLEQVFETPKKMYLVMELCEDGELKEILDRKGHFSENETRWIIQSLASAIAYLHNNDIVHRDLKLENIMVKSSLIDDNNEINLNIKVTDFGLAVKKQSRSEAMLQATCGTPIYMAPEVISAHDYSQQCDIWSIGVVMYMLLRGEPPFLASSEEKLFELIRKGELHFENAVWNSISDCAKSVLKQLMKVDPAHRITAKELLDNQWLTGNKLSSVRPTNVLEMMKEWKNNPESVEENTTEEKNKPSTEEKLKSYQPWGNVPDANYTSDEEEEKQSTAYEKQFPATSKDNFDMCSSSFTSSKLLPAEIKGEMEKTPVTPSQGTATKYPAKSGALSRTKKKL
# * = called active by the depositor; ? = inconclusive; · = not tested or not shown. Not all compounds are listed. The share of hits here may be higher or lower than overall.
# Results follow in this order: p53 PUMA act | STK33 inh
C[C@@H]1CCCCO[C@H](CN(C)S(=O)(=O)c2cn(C)cn2)[C@H](C)CN([C@@H](C)CO)C(=O)c2cc(NS(C)(=O)=O)ccc2O1
 : 9 | ·
C[C@@H]1CN([C@@H](C)CO)C(=O)c2cccc(NC(=O)c3ccncc3)c2O[C@@H]1CN(C)Cc1ccc(C(F)(F)F)cc1
 : 6 | ·
COCC#Cc1cnc2c(c1)C(=O)N([C@@H](C)CO)C[C@@H](C)[C@@H](CN(C)C(=O)Nc1ccc(OC)cc1)O2
 : -1 | ·
C[C@@H]1CCCCO[C@@H](CN(C)C(=O)CCC(F)(F)F)[C@H](C)CN([C@@H](C)CO)C(=O)c2cc(NS(=O)(=O)c3ccccc3)ccc2O1
 : -12 | ·
COc1ccc2c(=S)c(-c3cc4ccccc4o3)c(C)oc2c1
 : · | 4
C[C@H](CO)N1C[C@H](C)[C@@H](CN(C)S(=O)(=O)c2cn(C)cn2)Oc2c(NC(=O)c3nc4ccccc4s3)cccc2C1=O
 : -7 | ·
C[C@H]1CN([C@@H](C)CO)C(=O)c2cccc(NS(=O)(=O)c3ccccc3)c2O[C@@H]1CN(C)C
 : 16 | ·
Cc1ccc(S(=O)(=O)N(C)C[C@H]2Oc3ccc(NC(=O)Nc4ccc5c(c4)OCO5)cc3CC(=O)N([C@H](C)CO)C[C@@H]2C)cc1
 : 8 | ·
C[C@H]1CN([C@@H](C)CO)S(=O)(=O)c2ccc(-c3ccc(C#N)cc3)cc2O[C@H]1CN(C)C(=O)Nc1cc(F)ccc1F
 : -24 | ·
O=C1O[C@@H](c2ccccc2)[C@@H](c2ccccc2)N2[C@@H](c3ccc(O)cc3)[C@]3(C(=O)Nc4ccc(C#CCCO)cc43)[C@@H](C(=O)N3CCCCCCC3)[C@H]12
 : · | 8
CCn1c(SCC(=O)Nc2c(C)cccc2C)nnc1-c1cnccn1
 : -3 | -3
C[C@@H]1CN([C@H](C)CO)C(=O)c2cc(NC(=O)C3CCCCC3)ccc2O[C@H]1CN(C)Cc1ccncc1
 : · | 2
COCC#Cc1cnc2c(c1)C(=O)N([C@H](C)CO)C[C@@H](C)[C@@H](CN(C)Cc1ccc3c(c1)OCO3)O2
 : 5 | ·
C[C@H](CO)N1C[C@H](C)[C@@H](CN(C)Cc2ccccc2)Oc2ccc(NC(=O)NC3CCCCC3)cc2CC1=O
 : 11 | ·
C[C@@H]1CCCCO[C@@H](CN(C)Cc2ccncc2)[C@@H](C)CN([C@H](C)CO)C(=O)c2cc(NC(=O)c3ccccc3)ccc2O1
 : 1 | 3

# The listing continues.
# Results follow in this order: p53 PUMA act | STK33 inh
C[C@@H]1CN([C@@H](C)CO)C(=O)c2cccc(NS(=O)(=O)c3ccccc3)c2O[C@@H]1CN(C)C(=O)NC1CCCCC1
 : -6 | ·
COc1ccccc1Nc1nc(N)nc(CSc2nccn2C)n1
 : 3 | -4
CCn1cc(C(=O)N(C)C2CCCCC2)c2cc(OC)c(OC)cc2c1=O
 : -12 | ·
O=C(Cc1ccccc1[N+](=O)[O-])Nc1ccccc1C(=O)N1CCCC1
 : 4 | 0
CC(C)c1ccc(OCC(=O)Nc2ccc(Br)cc2C(=O)O)cc1
 : 1 | -5
O=C(CSc1nnc(-c2ccncc2)o1)c1cccc([N+](=O)[O-])c1
 : -4 | 7
C[C@H]1CN([C@@H](C)CO)S(=O)(=O)c2ccc(C#CC3CCCC3)cc2O[C@H]1CN(C)S(C)(=O)=O
 : -13 | ·
Cc1noc(C)c1NC(=O)Nc1ccc2c(c1)CC(=O)N([C@H](C)CO)C[C@@H](C)[C@H](CN(C)C(=O)Nc1ccc(C(F)(F)F)cc1)O2
 : · | 1
COc1ccc(S(=O)(=O)Nc2ccc3c(c2)CC(=O)N([C@@H](C)CO)C[C@H](C)[C@@H](CN(C)CC2CCCCC2)O3)cc1
 : · | 1
CCc1ccc(OCC(=O)Nc2cc(OC)ccc2OC)c(Br)c1
 : 58* | -5
O=C(CSc1nnc(CN2CCOCC2)n1-c1ccccc1)N1CCc2ccccc21
 : 6 | -4
Cc1noc(C)c1S(=O)(=O)Nc1cccc2c1O[C@H](CN(C)CC1CC1)[C@H](C)CN([C@H](C)CO)C2=O
 : -11 | ·
CC(C)NC(=O)Nc1ccc2c(c1)C(=O)N([C@H](C)CO)C[C@@H](C)[C@H](CN(C)C(=O)c1ccncc1)OCCCC[C@@H](C)O2
 : -1 | ·
CC(C)C#Cc1ccc2c(c1)O[C@H](CN(C)CC1CCOCC1)[C@H](C)CN([C@@H](C)CO)S2(=O)=O
 : 4 | ·
Cc1noc(C)c1S(=O)(=O)N(C)C[C@H]1Oc2ccc(NC(=O)C3CC3)cc2CC(=O)N([C@@H](C)CO)C[C@H]1C
 : · | 1

# Brought forward from above: 5 compounds, then new ones.
# Results follow in this order: p53 PUMA act | STK33 inh
O=C(CSc1nnc(CN2CCOCC2)n1-c1ccccc1)N1CCc2ccccc21
 : 6 | -4
Cc1noc(C)c1S(=O)(=O)Nc1cccc2c1O[C@H](CN(C)CC1CC1)[C@H](C)CN([C@H](C)CO)C2=O
 : -11 | ·
CC(C)NC(=O)Nc1ccc2c(c1)C(=O)N([C@H](C)CO)C[C@@H](C)[C@H](CN(C)C(=O)c1ccncc1)OCCCC[C@@H](C)O2
 : -1 | ·
CC(C)C#Cc1ccc2c(c1)O[C@H](CN(C)CC1CCOCC1)[C@H](C)CN([C@@H](C)CO)S2(=O)=O
 : 4 | ·
Cc1noc(C)c1S(=O)(=O)N(C)C[C@H]1Oc2ccc(NC(=O)C3CC3)cc2CC(=O)N([C@@H](C)CO)C[C@H]1C
 : · | 1
CC(=O)Nc1cc2ccccc2oc1=O
 : 16 | 1
C[C@@H]1CN([C@H](C)CO)C(=O)c2cccc(NC(=O)NC3CCCCC3)c2O[C@@H]1CN(C)Cc1ccncc1
 : -6 | ·
CC(=O)c1ccccc1OC(=O)CCN1C(=O)C2C3c4ccccc4C(c4ccccc43)C2C1=O (configuration not stated)
 : 4 | -1
COc1ccccc1NC(=O)c1c(NC(=O)Cc2ccc([N+](=O)[O-])cc2)sc(C)c1C
 : -15 | -3
COC(=O)c1c(NC(=O)Cn2ccc([N+](=O)[O-])n2)sc2c1CCCC2
 : 19 | -1
Cc1ccc(S(=O)(=O)Nc2ccc3c(c2)C(=O)N([C@@H](C)CO)C[C@@H](C)[C@@H](CN(C)S(=O)(=O)c2c(C)noc2C)O3)cc1
 : 6 | ·
C[C@@H]1CCCCO[C@@H](CN(C)C)[C@H](C)CN([C@@H](C)CO)C(=O)c2cc(NC(=O)Cc3ccccc3)ccc2O1
 : -4 | ·
C[C@H](CO)N1C[C@H](C)[C@@H](CN(C)C(=O)Nc2ccc3c(c2)OCO3)Oc2ccc(NS(=O)(=O)c3cccs3)cc2CC1=O
 : 20 | ·
CS(=O)(=O)N(CC(=O)Nc1ccc(C(N)=O)cc1)c1cc(Cl)cc(Cl)c1
 : -15 | 0
Cc1noc(C)c1NC(=O)N(C)C[C@H]1Oc2ccc(NS(=O)(=O)c3cccs3)cc2CC(=O)N([C@@H](C)CO)C[C@@H]1C
 : · | 4
C[C@@H]1CCCCO[C@H](CN(C)Cc2ccncc2)[C@H](C)CN([C@H](C)CO)C(=O)c2cc(NS(C)(=O)=O)ccc2O1
 : 5 | ·
C[C@@H]1CN([C@@H](C)CO)C(=O)Cc2cc(NS(=O)(=O)c3cccs3)ccc2O[C@@H]1CN(C)S(=O)(=O)c1cn(C)cn1
 : · | -2
C[C@@H]1CN([C@@H](C)CO)C(=O)c2cc(NC(=O)C3CC3)ccc2O[C@@H]1CN(C)Cc1ccc(C(F)(F)F)cc1
 : 0 | 0
COc1ccc(NC(=O)CSc2n[nH]c(-c3ccccc3)n2)cc1
 : -8 | -5
Cc1sc(NC(=O)c2cc(-c3cccnc3)nc3ccccc23)c(C(=O)NC2CCCCC2)c1C
 : 4 | -1

# Further compounds follow:
# Results follow in this order: p53 PUMA act | STK33 inh
C[C@@H]1CN([C@@H](C)CO)C(=O)Cc2cc(NC(=O)NC3CCCCC3)ccc2O[C@@H]1CN(C)C(=O)Nc1ccc(C(F)(F)F)cc1
 : -12 | -2
CC(Sc1nc(O)c(-c2ccccc2)c(=O)[nH]1)C(=O)Nc1ccc(Cl)cc1 (configuration not stated)
 : -12 | 4
Cc1noc(C)c1S(=O)(=O)N(C)C[C@@H]1Oc2c(cccc2N(C)C)C(=O)N([C@@H](C)CO)C[C@H]1C
 : -8 | ·
C[C@@H]1CN([C@@H](C)CO)C(=O)c2cc(NC(=O)Nc3cccc4ccccc34)ccc2O[C@H]1CN(C)CC1CCCCC1
 : · | -1
Cc1ccc2oc(-c3cccc(NC(=O)COc4ccc5ccccc5c4)c3)nc2c1
 : 82* | ?
Cc1noc(C)c1NC(=O)Nc1ccc2c(c1)CC(=O)N([C@H](C)CO)C[C@H](C)[C@H](CN(C)C(=O)Nc1ccc(F)cc1)O2
 : · | 3
COc1ccc(-n2c(SCC(=O)Nc3cccc4ccccc34)nc(O)cc2=O)cc1
 : 2 | 4
C[C@@H]1CN([C@@H](C)CO)S(=O)(=O)c2ccc(-c3ccc(F)cc3)cc2O[C@H]1CN(C)C(=O)C1CC1
 : -16 | ·
CC(C(=O)Nc1ccccc1Br)N(c1ccc(Cl)cc1)S(C)(=O)=O (configuration not stated)
 : 6 | 2
CC(C)NC(=O)Nc1ccc2c(c1)C(=O)N([C@H](C)CO)C[C@H](C)[C@H](CN(C)S(=O)(=O)c1ccc(F)cc1)O2
 : · | 1
N#Cc1c(-c2ccccc2)nc(SCCN2C(=O)c3ccccc3C2=O)[nH]c1=O
 : -4 | -2
Cc1ccc(S(=O)(=O)Nc2ccc3c(c2)C(=O)N([C@H](C)CO)C[C@H](C)[C@@H](CN(C)Cc2ccncc2)O3)cc1
 : · | 1
COc1ccc(-c2noc(CN(C)S(=O)(=O)c3ccccc3)n2)cc1OC
 : -6 | -1
Cc1sc(NC(=O)COc2ccccc2)c(C(N)=O)c1-c1ccccc1
 : -16 | 2
C[C@@H](NC(=O)C[C@@H]1C[C@H]2c3cc(NC(=O)CN(C)C)ccc3O[C@H]2[C@H](CO)O1)c1ccccc1
 : 5 | ·

# Continuation:
# Results follow in this order: p53 PUMA act | STK33 inh
CCC(Sc1nnc(-c2ccc([N+](=O)[O-])cc2)n1C)C(=O)Nc1ccc(Br)cc1 (configuration not stated)
 : 1 | 0
O=c1cc(-c2ccccc2)nc(SCc2nc3ccccc3c(=O)[nH]2)[nH]1
 : -9 | -1
COc1cccc(CN2CCc3[nH]c(=S)[nH]c(=O)c3C2)c1
 : -13 | ·
COc1ccc(S(=O)(=O)N(C)C[C@@H]2Oc3ccc(NC(=O)Nc4ccc(C(F)(F)F)cc4)cc3C(=O)N([C@H](C)CO)C[C@@H]2C)cc1
 : -21 | -5
Cc1ccc(-n2c(SCC(=O)Nc3ccc4c(c3)OCCO4)nnc2-c2ccco2)cc1
 : -11 | -6
C=C(C)[C@H]1C[C@@]2(C)C(=CC1=O)CC[C@@H](O)[C@@H]2C
 : -11 | 0
C[C@@H]1CCCCO[C@H](CN(C)S(=O)(=O)c2cccs2)[C@@H](C)CN([C@H](C)CO)C(=O)c2cc(NS(C)(=O)=O)ccc2O1
 : 2 | ·
CC(Oc1ccc(Cl)cc1Cl)C(=O)Nc1cccc(Cl)c1N1CCOCC1 (configuration not stated)
 : 3 | 1
C[C@@H]1CN([C@H](C)CO)C(=O)c2cc(NC(=O)CCCN(C)C)ccc2O[C@@H]1CN(C)Cc1ccc(C(=O)O)cc1
 : 14 | 2
CC(C)(C)c1ccc(OCC(=O)NCc2ccccn2)c(Br)c1
 : 95* | -6
CCCC1CCC(C(=O)NC(C(=O)O)C(C)C)CC1 (configuration not stated)
 : -2 | ·
O=C(NCCO)c1cccc(Nc2nc(-c3ccccc3)c3cc(Cl)ccc3n2)c1
 : 14 | 5
COc1ccc(S(=O)(=O)Nc2ccc3c(c2)C(=O)N([C@H](C)CO)C[C@H](C)[C@H](CN(C)C)OCCCC[C@@H](C)O3)cc1
 : 14 | 4
C[C@@H]1CN([C@H](C)CO)C(=O)Cc2cc(NC(=O)Nc3ccccc3)ccc2O[C@@H]1CN(C)Cc1ccc(C(=O)O)cc1
 : -1 | -2
Nc1nnc(SC2c3cccc4cccc(c34)C2NS(=O)(=O)c2ccc(Cl)cc2)s1 (configuration not stated)
 : -2 | 1

# Further structures.
# Results follow in this order: p53 PUMA act | STK33 inh
C[C@@H]1CN([C@H](C)CO)C(=O)Cc2cc(NS(=O)(=O)c3ccc(F)cc3)ccc2O[C@H]1CN(C)C
 : · | -3
O=C(NCCCn1ccnc1)c1ccc(Cl)c(Cl)c1
 : 5 | -3
Cc1ccc(N)c(C(=O)CCCCC(=O)O)c1
 : -18 | 5
C[C@H]1CN([C@@H](C)CO)C(=O)Cc2cc(NC(=O)Cc3cn(C)c4ccccc34)ccc2O[C@H]1CN(C)C(=O)Nc1ccccc1
 : 1 | 0
Cc1c(Br)c([N+](=O)[O-])nn1CC(=O)Nc1sc2c(c1C#N)CCC2
 : -17 | -2
C[C@H]1CN([C@@H](C)CO)C(=O)Cc2cc(NS(=O)(=O)c3ccccc3)ccc2O[C@H]1CN(C)Cc1ccc(C(F)(F)F)cc1
 : · | -14
C[C@@H]1CN([C@H](C)CO)C(=O)c2cccc(NS(C)(=O)=O)c2O[C@@H]1CN(C)CC1CC1
 : 7 | ·
Cc1ccc(N(CC(N)=O)S(=O)(=O)c2ccc(F)cc2)cc1
 : 1 | 2
CCn1c(CSc2nc3ccccc3[nH]2)n[nH]c1=S
 : 17 | 4
C[C@@H]1CN([C@H](C)CO)C(=O)c2cc(-c3ccc(C#N)cc3)cnc2O[C@H]1CN(C)Cc1ccncc1
 : 7 | ·
C[C@H](CO)N1C[C@H](C)[C@@H](CN(C)C(=O)NC2CCCCC2)Oc2c(NC(=O)Nc3ccc(F)cc3)cccc2C1=O
 : -9 | ·
C[C@H](CO)N1C[C@H](C)[C@@H](CN(C)C(=O)Nc2ccc(F)cc2)Oc2c(NS(=O)(=O)c3ccc(Cl)cc3)cccc2C1=O
 : 1 | ·
C[C@@H]1CN([C@@H](C)CO)C(=O)c2cc(C#CCN(C)C)cnc2O[C@H]1CN(C)C(=O)c1cccc(F)c1
 : 3 | ·
